CHO-K1 Ca ag: counter-screen for M1 agonists: effect in parental CHO-K1 cells. Fluo-8 calcium fluorescence; scaled to maximal ATP response, vehicle zero. activation, % at 3 µM. actives 0.48% (n = 360,000). AID 602248, 2012; in the data active means activation above about 15%;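 further: untransfected CHO-K1 host cells lacking M1 receptor as counterscreen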
M1 antag: human M1 muscarinic receptor antagonists, primary screen, CHO-K1 cells, Fluo-8 calcium fluorescence, 1536-well | Muscarinic acetylcholine receptor M1 (Homo sapiens), P11229 | CHO-K1 hM1, ACh EC80 antagonist | inhibition, % at 3 µM | actives 1.3% (n = 360,000);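 active means percent inhibition above its own plate's cutoff, namely the mean of that plate's compound wells plus 3 SD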;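 further: peak over basal fluorescence ratio during 140 s after agonist addition; 0% = ACh EC80 plus DMSO and 100% = DMSO alone without agonist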
TAAR1 antag: human TAAR1 antagonists, primary screen, Fluo-8 calcium fluorescence, CHO RD-HGA16 cells; Trace amine-associated receptor 1 (Homo sapiens), Q96RJ0; antagonist; inhibition, % at 3 µM; actives 1.5% (n = 360,000); AID 624466, 2012;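 active means inhibition above a per-plate cutoff, the mean inhibition of test compounds on that plate plus 3 SD, cut at about 49% in these data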;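 further: 0% = DMSO plus EC80 beta-PEA response and 100% = DMSO alone without agonist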
Target sequence (Q96RJ0 whole entry, looked up): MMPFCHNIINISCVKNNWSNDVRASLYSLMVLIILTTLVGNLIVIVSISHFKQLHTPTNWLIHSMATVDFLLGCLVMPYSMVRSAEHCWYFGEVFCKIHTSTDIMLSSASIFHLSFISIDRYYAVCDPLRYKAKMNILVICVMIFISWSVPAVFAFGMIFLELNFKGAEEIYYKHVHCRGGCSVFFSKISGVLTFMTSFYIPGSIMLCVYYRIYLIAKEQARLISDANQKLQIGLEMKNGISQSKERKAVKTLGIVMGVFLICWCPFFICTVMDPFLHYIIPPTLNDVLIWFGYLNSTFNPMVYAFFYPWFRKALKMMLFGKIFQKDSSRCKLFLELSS
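Material: CHO RD-HGA16 cells bearing hTAAR1; compound dosing: one-point dosing, 3 µM nominal final; schedule: dye loading 75 min at 37 °C, then 30 min room temperature; measured by: calcium fluorescence with Fluo-8; control set: vehicle and agonist controls; replication: n of 1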
CHO parental Ca: ATP-evoked calcium signal inhibitors, parental CHO, primary screen, counter-screen for OX1R antagonist project, cell-based, fluorescence, Fluo-8 calcium dye | parental CHO-K1, ATP-induced calcium, Fluo-8 fluorescence | inhibition, % at 5.6 µM | actives 0.63% (n = 330,000);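 active means inhibition above that plate's mean sample inhibition plus 3 SD, cut at about 26% in these data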;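 further: 0% = ATP-challenged DMSO wells and 100% = DMSO wells without ATP; some compounds past the cut are filed as inactive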
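Test system: parental CHO cells; detection: calcium-sensitive Fluo-8 fluorescence; evaluation: percent inhibition of calcium signal; also added: ATP as calcium-mobilizing challenge; repeats: one well per compound; control set: ATP-challenged DMSO wells low, unchallenged DMSO wells high; compound: single nominal dose of 5.6 µM per compound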
OXTR potentiate: human OXTR potentiators, primary screen, fluorescence, CHO-OTR cells, Fluo-8 calcium | Oxytocin receptor (Homo sapiens), P30559 | Fluo-8 calcium fluorescence, potentiator mode; 0% = oxytocin EC15, 100% = EC100 | activation, % at 3 µM | actives 0.061% (n = 320,000) | AID 2445, 2010;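 active means activation above that plate's cutoff, the mean activation of tested compounds plus 3 SD, cut at about 6.6% in these data, passing the limit was not always enough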;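 further: 100% uses oxytocin at 75 nM as the full agonist control; some results filed as inactive read as strong as hits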
Target sequence (P30559 whole entry, looked up): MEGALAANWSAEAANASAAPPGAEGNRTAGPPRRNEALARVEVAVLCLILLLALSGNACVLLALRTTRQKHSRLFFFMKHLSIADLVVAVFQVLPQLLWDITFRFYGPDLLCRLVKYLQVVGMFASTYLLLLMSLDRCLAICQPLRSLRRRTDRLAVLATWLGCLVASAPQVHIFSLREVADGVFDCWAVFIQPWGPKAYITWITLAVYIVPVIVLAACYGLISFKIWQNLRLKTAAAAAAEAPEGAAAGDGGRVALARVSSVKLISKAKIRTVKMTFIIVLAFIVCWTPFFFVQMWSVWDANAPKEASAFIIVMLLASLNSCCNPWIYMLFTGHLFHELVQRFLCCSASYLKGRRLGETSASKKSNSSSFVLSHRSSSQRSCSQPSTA
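Assay system: CHO cell line stably expressing human OTR. Reagent: EC15 oxytocin agonist. Dosing: single dose, 3.0 µM nominal final compound concentration. Timing: compound 6 min at room temperature before oxytocin, 100 s read. Signal: kinetic Fluo-8 calcium fluorescence. Controls: oxytocin EC15 low and EC100 high.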
M1 PAM parental: nonselective calcium activators in parental CHO-K1 cells, primary screen, counter-screen for M1 PAM project, cell-based, Fluo-8 calcium fluorescence, full deck, 1536-well; ATP EC20; 0% at ATP EC20, 100% at ATP max; activation, % at 3 µM; actives 0.02% (n = 360,000); AID 602247, 2012;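 active means activation above the run cutoff, the mean activation of all test compounds plus 3 SD, cut at about 40% in these data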;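 further: peak over basal fluorescence ratio in a 140 s read after ATP addition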
M1 ag: human M1 muscarinic receptor agonists, primary screen, Fluo-8 calcium fluorescence, CHO-K1 cells, HTS; AID 588814, 2011; CHO-K1 hM1, agonist mode; 0% DMSO, 100% acetylcholine EC100; actives 0.33% (n = 360,000); activation, % at 3 µM; Muscarinic acetylcholine receptor M1 (Homo sapiens), P11229;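 active means activation above the run's mean compound activation plus 3 SD, cut at about 16% in these data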;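 further: peak over basal fluorescence ratio within a 140 s kinetic read after compound addition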
TAAR1 agonist: human TAAR1 agonists, primary screen, Fluo-8 calcium fluorescence, CHO RD-HGA16 cells | actives 0.99% (n = 360,000) | vehicle wells 0%, saturating PEA agonist 100% | Trace amine-associated receptor 1 (Homo sapiens), Q96RJ0 | activation, % at 3 µM;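 active means activation above the mean activation of all test compounds in the run plus 3 SD, cut at about 38% in these data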
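System: CHO-derived RD-HGA16 cells with stable Gα16 and human TAAR1. Times: 17-24 h plating, Fluo-8 75 min 37 °C, 30 min RT. Measured by: calcium-sensitive Fluo-8 signal, excitation 470-495, emission 515-575 nm. Read-out basis: % activation relative to PEA EC100 response. Control set: DMSO and PEA EC100. Repeats: no replicates (n 1).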
CHO-K1 Ca antag: M1 antagonist counterscreen hit in parental CHO-K1 cells. ATP-induced calcium, Fluo-8 fluorescence. inhibition, % at 3 µM. actives 0.6% (n = 360,000). AID 602250;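 active means inhibition above a per-plate cutoff, the plate's mean sample inhibition plus 3 SD, cut at about 24% in these data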;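 further: 0% = DMSO plus EC80 ATP and 100% = DMSO alone without ATP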
* = called active by the depositor; · = not tested or not shown.

SMILES	CHO-K1 Ca ag	M1 antag	TAAR1 antag	CHO parental Ca	OXTR potentiate	M1 PAM parental	M1 ag	TAAR1 agonist	CHO-K1 Ca antag
Cc1ccc(NC(=O)CSc2nc3ccccc3c(=O)n2CCCC(=O)NCC2CCCO2)cc1 (stereo not given)	1.9	-3.4	3.3	-2.5	-1.3	16.1	-3.8	0.5	-19.5
COc1ccc(C(=O)Nc2c(N)nc[nH]c2=O)cc1	3.4	-5.3	5.7	-11.9	2.2	18.8	-1.6	0.2	-10.6
CCCCC1Cc2[nH]c(=S)[nH]c(=O)c2C(c2cccc3ccccc23)O1 (stereo not given)	0.3	·	-9.1	·	·	14.8	·	-0.7	-8.3
O=C(NCc1ccccn1)c1ccc2ccccc2n1	1.9	1.4	-6.2	-3.0	4.6	6.0	-2.8	0.7	10.2
CN(C)c1ccc(/C=N/Nc2cccc(C(=O)O)c2)cc1	0.1	-2.3	7.6	9.4	-8.9	1.4	-4.4	1.1	-8.8
CN(CC(=O)Nc1ccc(F)cc1)C(=O)Cn1cnc2ccc(Cl)cc2c1=O	1.5	-0.7	5.0	-20.0	-2.5	8.0	-1.5	1.0	-11.1
Cc1ccc(S(=O)(=O)NCC(=O)N(CC(=O)NCc2ccccc2)CC2CCCO2)cc1 (stereo not given)	-0.6	-13.6	-12.2	-4.3	-12.8	-6.5	5.9	-0.1	13.4
COc1cc(C(=O)c2nccc3cc(OC)c(OC)cc23)c([N+](=O)[O-])cc1OC	-0.2	-9.3	-9.0	0.3	-10.2	-1.0	-1.1	1.4	-10.0
CSc1ccc(S(=O)(=O)N2CCC(C(=O)NCC3CCCO3)CC2)cc1 (stereo not given)	0.4	-1.2	1.5	6.6	-2.8	3.5	-3.8	-0.9	-19.9
N#Cc1cccc(N=Cc2c(O)ccc3ccccc23)c1	0.4	-12.6	-9.9	1.9	-0.6	15.2	-5.2	0.6	-9.2
CCCCNc1c(-c2cccc(Sc3ccc(OC)cc3)c2)nc2ccccn12	4.5	36.9*	87.9*	20.4	-2.7	-3.0	-5.1	12.8	1.3
Cc1cn(-c2ccccc2)c(C)c1/C=N\Nc1nc(N2CCOCC2)nc(N2CCOCC2)n1	2.5	11.7	29.5	-25.1	-2.1	-1.1	-5.0	19.1	13.0
O=C(NCCc1ccccc1)C1CCC(CNS(=O)(=O)c2ccccc2)CC1 (stereo not given)	1.7	-22.0	4.6	4.6	-11.2	-9.6	5.0	28.0	-8.9
Cc1cccc(C(=O)Nc2nnc(SCC(=O)Nc3ccc4c(c3)oc3ccccc34)s2)c1	0.8	-4.2	-3.8	-10.1	-5.6	4.3	-8.4	9.9	4.6
O=C(CSc1nnc2ccccn12)NNC(=O)c1ccccc1F	0.0	-14.9	-16.8	5.1	-4.4	6.4	4.9	1.7	-0.4
COc1cccc2cc(-c3csc(NC(=O)CCC(=O)NCCCN4CCC(C)CC4)n3)c(=O)oc12	0.8	-15.1	-4.5	-8.0	-18.2	7.1	-3.6	0.1	-12.2
CCc1nnc(NC(=O)CCC(=O)N2CCN(c3cc(Cl)ccc3C)CC2)s1	1.0	15.3	-0.3	4.1	-6.8	-2.0	-2.7	6.5	-7.8
Cc1ccc(O)c(C(=O)CC(=O)c2ccccc2Cl)c1	-0.6	-1.5	12.6	-21.7	0.8	18.5	-3.8	36.6	-15.2
COc1ccc(-c2oc3c4c2C(=O)OCCOC4CCC3)cc1 (stereo not given)	0.4	·	-13.5	·	·	22.6	·	-1.2	-23.1
COc1ccc(-c2cc(N)n(S(=O)(=O)c3ccc(F)cc3)n2)cc1OC	7.4	12.8	-1.3	3.7	-9.6	8.7	5.2	-0.7	13.7
CC(C)NC(=O)Cn1nnc(-c2ccccc2)c1COc1ccc2ccccc2c1	1.3	-5.3	9.0	·	·	4.3	-1.7	1.3	-2.4
C[C@H](CO)N1C[C@H](C)[C@@H](CN(C)C(=O)Nc2ccccc2)Oc2ccc(NC(=O)NC3CCCCC3)cc2C1=O	-0.5	9.1	6.5	0.0	6.3	-21.5	-4.3	3.0	13.5
COc1cccc(/C=N/NC(=O)C(=O)N2CCCC2)c1OC	1.3	-5.5	-13.1	2.6	-4.0	15.9	1.1	6.1	3.3
CCOc1ccc(CN2CCCN(C)CC2)cc1	0.4	19.8	-16.1	-6.8	-3.6	-5.0	-8.0	8.2	-5.4
CCCNc1nc2c(c(=O)[nH]c(=O)n2C)n1CCOc1ccccc1	1.3	-5.8	-13.6	-15.5	-12.9	-2.1	0.1	0.6	-7.8
CCOC(=O)C1(Cc2ccccc2C)CCCN(C(=O)c2ccc(C(C)=O)s2)C1 (stereo not given)	4.9	7.9	20.8	·	·	11.3	-2.0	10.2	-4.5
O=C1CCCN1CN(C(=O)c1ccc2c(c1)OCO2)c1ccc(F)cc1	0.3	1.9	-15.5	-8.8	2.7	10.8	-4.4	4.7	-11.9
CC[C@H](C)C(C(=O)N1CCN(C(=O)OC(C)(C)C)CC1)n1cc(C(Cc2ccc(O)cc2)NC(=O)OC(C)(C)C)nn1 (stereo not given in full)	5.9	20.5	55.8*	-30.6	-10.9	19.7	-4.2	22.2	-8.1
FC(F)(F)c1cnc(-c2cnc(-c3cccnc3)nc2)c(Cl)c1	0.1	-7.0	-8.2	-0.5	-18.1	6.2	-3.4	1.9	-7.7
CCCCNC(=O)c1ccc(N2CCOCC2)c(NS(=O)(=O)c2ccc(OC)cc2)c1	0.9	0.4	-1.7	-9.9	-8.8	7.0	-7.0	3.4	-7.1
CCOP(=O)(c1ccccc1)C(O)c1ccccc1 (stereo not given)	0.7	-8.6	-7.2	-12.4	-2.9	16.5	-3.9	1.8	-11.1
O=C(O)CCCN1C(=O)C2C3CCC(C3)C2C1=O (stereo not given)	0.2	-17.2	-16.3	·	·	5.0	-0.4	1.1	-19.8
CCOC(=O)c1nc(C)n(-c2ccc(Cl)cc2)n1	-0.1	-3.5	2.1	-6.9	9.9*	16.6	-4.4	4.5	-7.4
O=c1cc(-c2ccccc2)nc2n1Cc1ccccc1-2	2.3	-1.9	15.3	-17.9	-4.0	12.4	-5.1	0.4	-13.6
COc1ccc(C2C(C#N)=C(N)OC3=C2C(=O)CC(C)(C)C3)cc1Cn1cc([N+](=O)[O-])cn1 (stereo not given)	-0.4	-0.9	-1.9	-22.0	-17.7	-2.3	-5.9	5.7	-11.2
CCc1nc2ccc(C(=O)NCc3ccc4c(c3)OCO4)cn2c1N(CC)CCOC	0.6	-17.9	-6.2	·	·	15.7	-7.1	-0.2	-10.7
COc1ccc(C2C(C#N)=C(N)Oc3cc(N)ccc32)cc1 (stereo not given)	0.4	-14.5	-11.5	·	·	2.6	-2.7	2.3	4.3
CCS(=O)(=O)Nc1cc(C(=O)OC)ccc1C(=O)OC	1.7	3.2	13.5	-6.7	3.4	25.7	-6.1	-1.0	-10.2
CCOC(=O)c1ccc(Nc2nc(C)cc(C)n2)cc1	3.9	14.2	-2.7	·	·	-2.1	-2.3	1.0	8.1
COc1cc(S(=O)(=O)NCc2ccc3c(c2)OCO3)ccc1Cl	1.1	3.7	-7.1	-5.9	-0.3	0.0	-3.1	0.9	-19.4
O=C(NCC1CCCO1)c1cc(S(=O)(=O)N2CCOCC2)ccc1Cl (stereo not given)	0.1	-6.4	-5.7	-3.0	-4.6	-19.2	-0.1	1.7	-3.0
CC1(C(=O)NS(=O)(=O)C2CC2)CCN(C(=O)c2cccc(Cl)c2)C1 (stereo not given)	0.3	-8.3	2.2	·	·	1.1	-1.7	0.1	-5.3
Cc1cc(=O)oc2ccc(OCC(=O)O)cc12	-0.2	-12.6	2.3	-12.9	-3.2	-0.1	-1.1	2.9	3.6
Cc1ccc(-n2nc3c(c2NC(=O)c2ccc(F)c(F)c2)CS(=O)(=O)C3)cc1	1.8	2.3	-15.7	-7.5	-1.8	-0.7	-1.5	2.4	-7.0
COC(=O)c1ccc(NC(=S)NC2CCCCC2)cc1	8.0	1.0	4.1	-14.9	-8.3	-5.9	2.4	22.6	-1.2
COc1ccc(S(=O)(=O)NCc2cccnc2)c(Cl)c1Cl	1.0	-14.3	-0.4	·	·	12.7	-2.5	0.1	-1.6
O=C(c1cn(CC(=O)N2CCCCC2)c2ccccc12)C1CC1	-0.1	-4.1	-4.4	-8.3	-6.4	7.7	-2.7	0.4	-11.5
CC1CCN(CCCN2C(=O)C3C(C(=O)Nc4cccc(Cl)c4)C4C=CC3(O4)C2C(=O)NC2CCCCC2)CC1 (stereo not given)	0.5	-5.8	-3.6	-8.7	-4.5	14.5	-9.2	-1.3	-15.1
CC1C(=O)Nc2ccccc2N1C(=O)C1CC1 (stereo not given)	0.0	3.5	18.7	5.3	3.3	20.4	-2.9	8.2	-12.7
Cn1c(CC(=O)Nc2ccc(Cl)c(Cl)c2)nnc1SCC(=O)N1CCN(c2ccccc2)CC1	2.9	17.6	42.0	-15.9	-11.7	-3.9	-4.6	29.9	3.8
COc1ccc(-c2sc3ccc(OC)cc3c2C#Cc2ccccn2)cc1	0.7	14.4	22.6	-21.9	-6.3	4.2	-3.1	6.1	-10.7
CN1OC[C@@H]2CN(S(=O)(=O)c3cccc4ccccc34)[C@H](c3ccc(-c4cccnc4)cc3)C[C@@H]21	2.1	-6.7	9.4	·	·	6.1	-6.8	9.2	12.0

Two entries from above, with bars between the fields.
structure | CHO-K1 Ca ag | M1 antag | TAAR1 antag | CHO parental Ca | OXTR potentiate | M1 PAM parental | M1 ag | TAAR1 agonist | CHO-K1 Ca antag
CC1CCN(CCCN2C(=O)C3C(C(=O)Nc4cccc(Cl)c4)C4C=CC3(O4)C2C(=O)NC2CCCCC2)CC1 (stereo not given) | 0.5 | -5.8 | -3.6 | -8.7 | -4.5 | 14.5 | -9.2 | -1.3 | -15.1
COc1ccc(S(=O)(=O)NCc2cccnc2)c(Cl)c1Cl | 1.0 | -14.3 | -0.4 | · | · | 12.7 | -2.5 | 0.1 | -1.6

Source: PubChem
